# FAS-TE inh – FAS thioesterase domain inhibitors, primary screen, biochemical, fluorescence intensity, uHTS; Fatty acid synthase (Homo sapiens), P49327; recombinant FAS-TE, OMFH fluorogenic substrate, fluorescence endpoint; inhibition, % at 15 µM; 360,000 tested, 0.67% active;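 active = compounds whose normalised, plate-corrected inhibition of enzyme fluorescence in the single-dose primary screen is 50% or more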;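 note: 0% = DMSO with enzyme and 100% = substrate without enzyme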
# MsrA act – bovine MsrA enzyme activators, primary screen, biochemical, absorbance, HTS. Methionine sulfoxide reductase A (Bos taurus). 360,000 tested, 0.3% active. AID 602163, 2012. activation, % at 10.6 µM. purified bovine MsrA, absorbance read-out; in the data active = activation above about 7.5%;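 note: 0% = vehicle and 100% = reference activator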
# eLon inh – inhibitors of E. coli Lon protease, primary screen, biochemical, fluorescence polarization; purified E. coli Lon protease; inhibition, % at 7.94 µM; 360,000 tested, 0.42% active; in the data active = inhibition above about 13%, passing the limit was not always enough;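 note: 0% = enzyme with probe and DMSO and 100% = no enzyme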
# MsrA inhibitor – bovine MsrA enzyme inhibitors, primary screen, biochemical, absorbance, HTS; Methionine sulfoxide reductase A (Bos taurus); purified bovine MsrA, absorbance read-out; inhibition, % at 15.5 µM; 360,000 tested, 0.75% active; AID 651718, 2012; in the data active = inhibition above about 4.5%;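 note: 0% = vehicle wells with enzyme and 100% = reference inhibitor wells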
# NRP1-CendR mod – modulators of CendR peptide binding to NRP-1, primary screen, biochemical, fluorescence polarization, uHTS; inhibition, % at 25 µM; Neuropilin-1 (Homo sapiens), O14786; 360,000 tested, 0.85% active; FAM-RPARPAR peptide binding to NRP-1;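 active = inhibition or corrected inhibition above about 18%, plus a signal ratio from 0.5 to 1.5, limit read from the data, passing the limit was not always enough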; note: strong numbers were not always called active
# Target sequence (O14786 whole entry, looked up): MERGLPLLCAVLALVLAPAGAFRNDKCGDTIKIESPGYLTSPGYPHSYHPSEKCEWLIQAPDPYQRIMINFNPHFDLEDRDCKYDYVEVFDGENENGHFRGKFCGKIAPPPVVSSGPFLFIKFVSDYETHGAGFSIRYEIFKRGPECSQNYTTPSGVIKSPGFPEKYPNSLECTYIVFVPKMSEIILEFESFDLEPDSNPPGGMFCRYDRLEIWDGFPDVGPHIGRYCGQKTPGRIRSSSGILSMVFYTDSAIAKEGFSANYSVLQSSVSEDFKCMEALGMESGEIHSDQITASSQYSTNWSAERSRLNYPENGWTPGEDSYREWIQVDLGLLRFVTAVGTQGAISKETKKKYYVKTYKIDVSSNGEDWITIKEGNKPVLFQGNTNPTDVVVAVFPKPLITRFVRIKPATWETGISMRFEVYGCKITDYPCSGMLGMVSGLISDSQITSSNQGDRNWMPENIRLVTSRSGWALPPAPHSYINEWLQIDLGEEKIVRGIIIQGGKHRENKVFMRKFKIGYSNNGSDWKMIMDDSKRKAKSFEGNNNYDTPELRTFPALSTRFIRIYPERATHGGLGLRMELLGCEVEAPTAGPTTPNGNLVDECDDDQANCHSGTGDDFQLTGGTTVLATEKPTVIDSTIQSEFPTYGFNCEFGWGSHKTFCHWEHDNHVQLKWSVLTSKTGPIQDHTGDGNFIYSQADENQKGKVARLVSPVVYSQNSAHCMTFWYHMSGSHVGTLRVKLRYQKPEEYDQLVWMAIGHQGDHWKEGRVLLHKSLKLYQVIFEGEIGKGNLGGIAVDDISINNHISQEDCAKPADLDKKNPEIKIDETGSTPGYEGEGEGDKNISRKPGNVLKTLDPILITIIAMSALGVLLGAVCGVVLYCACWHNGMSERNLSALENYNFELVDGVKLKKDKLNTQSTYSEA
# MT1-MMP act inh – blockers of MT1-MMP proenzyme processing, primary screen, HT1080 RFP-PRO-GFP cells, GFP/RFP fluorescence | Matrix metalloproteinase-14 (Homo sapiens), P50281 | GFP/RFP ratio fluorescence, overnight; percent of plate control window, DMSO zero | GFP/RFP ratio change, % at 20 µM | 360,000 tested, 0.061% active | AID 651647, 2012;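 active = GFP/RFP ratio change of at least 30% with cell ATP level not reduced by more than half and red fluorescence within 50% of control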; note: strong numbers were not always called active
#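 Assay system: HT1080 RFP-PRO-GFP cells | Dosing: 20 µM single dose, 1% DMSO | Incubation: Cells overnight before dosing, compound overnight, 37 °C, 5% CO2 | Evaluation: GFP/RFP fluorescence ratio | Control set: DMSO-only wells and HT1080 RFP-L50D-GFP cell wells as references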
# Neddyl block – inhibitors of cullin neddylation, primary screen, biochemical, TR-FRET, uHTS, NAE and Ubc12. calls only at 25 µM. NEDD8-conjugating enzyme Ubc12 (Homo sapiens) + NEDD8-activating enzyme E1 regulatory …. AID 651699, 2012. 360,000 tested, 0.58% active; in the data active = inhibition above about 36%
# Rin1-Abl PPI inh – inhibitors of Rin1-Abl protein binding, primary screen, biochemical, TR-FRET; 360,000 tested, 0.4% active; inhibition, % at 7.35 µM; Tyrosine-protein kinase ABL1 (Homo sapiens) + Ras and Rab interactor 1 (Homo sapiens), …; AID 588664, 2011; in the data active = inhibition above about 5%, passing the limit was not always enough
# SKN-1 block – suppressors of acrylamide-induced Pgst-4::GFP reporter in worms, primary screen, SKN-1 inhibitor project, whole organism, uHTS, GFP/RFP fluorescence ratio, strain VP596. 360,000 tested, 0.49% active. C. elegans VP596 Pgst-4::GFP/RFP ratio, 24 h. inhibition, % at 21.8 µM;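 active = interference check ratio from 0.5 to 1.5 plus GFP to RFP signal ratio inhibition reaching or exceeding a fixed threshold, cut at about 30% in these data, passing the limit was not always enough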; note: some compounds called inactive have numbers as strong as hits
# The depositor's hits bear a star; i = inactive; nt = no result given.
SMILES,FAS-TE inh,MsrA act,eLon inh,MsrA inhibitor,NRP1-CendR mod,MT1-MMP act inh,Neddyl block,Rin1-Abl PPI inh,SKN-1 block
Cc1nnc(NC(=O)CSc2nnc(C)c(=O)n2N)s1,-4,-4,10,-1.0,-3,-1,i,0,-6
CCS(=O)(=O)n1nc(-c2ccco2)nc1N,-2,-5,-3,0.9,-8,1,i,-2,-5
O=C(Nc1ncccc1O)c1cccc(S(=O)(=O)N2CCN(c3ccc(F)cc3)CC2)c1,-13,-2,-1,1.3,-8,-7,i,0,29
Cc1cccc(NC(=O)CSCC(=O)OCc2ccccn2)c1,-11,-10,14,-0.3,9,0,i,-2,-24
COc1cc(OC)c2ccc(=O)oc2c1C(CCN1CCCCC1)c1ccc(N(C)C)cc1 (centres undefined),8,-2,-6,0.8,18*,0,i,-1,3
Cc1cc(C)c(C2C3=C(Nc4c2c(C)nn4-c2ccccn2)c2ccccc2C3=O)c(C)c1 (centres undefined),69*,-3,-4,nt,-17,-16,i,3,8
CN(CCc1ccccn1)C(=O)CCC1CCCN(C(=O)c2cscn2)C1 (centres undefined),-1,-3,8,-1.1,3,3,i,4,7
COc1cc(NC(=S)NCc2cccs2)cc(OC)c1,-1,-1,2,-0.8,2,0,i,1,1
COc1cc(/C=N/NC(=O)C2CC(=O)N(c3ccc(C)cc3)C2)cc(OC)c1OC (centres undefined),-5,-1,1,0.2,-5,7,i,0,5
CCc1nnc(SCC(=O)N2CCCc3ccccc32)nc1CC,-4,-8,-2,1.8,-8,0,i,3,-12
Cc1ccc(C(CC(=O)N2CCNCC2)c2ccccc2)c(O)c1C (centres undefined),-3,-10,-2,-0.8,0,-1,i,0,-7
COc1ccc(-c2cn3c(C)c(C(=O)NCCN4CCOCC4)sc3n2)cc1,-6,-2,-10,0.3,-10,4,i,3,21
CCN1CCc2c(OCC(=O)Nc3cccc(C)c3)cccc2C1=O,2,0,10,0.0,1,3,i,2,-6
Cc1cc(NC(=O)CCC(=O)N(CC(=O)NC2CCCC2)Cc2ccco2)no1,-3,-3,7,-0.6,3,-4,i,-2,28
CCCCOc1ccc(C(=O)N/C(=C/c2cccc([N+](=O)[O-])c2)C(=O)O)cc1,38,-1,13,0.8,-2,-4,i,4,3
COc1ccc(C(=O)NC2CCCCC2)cc1OC1CCN(C(C)C)CC1,-1,-2,5,-0.5,1,-5,i,1,20
CCn1c(=O)c2ccccc2n2c(SCC(=O)N3CCCc4ccccc43)nnc12,1,0,2,-0.8,2,-4,i,0,-2
N#CCC(=O)Nc1ccc(C(=O)NCCc2c[nH]c3ccccc23)cc1,0,-2,0,-0.1,-2,-5,i,-5,12
CCOC(=O)NCc1ccc(Cl)c(Cl)c1,1,-9,5,-0.5,9,1,i,1,-6
COc1ccc(-c2cc3c(=O)n(CC(=O)NCc4ccccc4F)ncn3n2)cc1,0,0,7,-0.1,-6,0,i,-2,3
COc1cc(/C=C(/C#N)c2nc3ccccc3[nH]2)ccc1OCC(=O)Nc1ccccc1C,-1,-4,-12,0.5,-30,-13,nt,-3,6
Cc1cn(S(=O)(=O)c2ccc(Cl)cc2)c(C)n1,-4,-3,-2,-0.4,5,0,i,0,-1
CCOCCCNC(=O)CN1C(=O)c2cccc3cccc1c23,-7,-4,-1,0.1,6,0,i,-4,22
CCN(Cc1ccccc1)C(=S)Nc1cc(C(=O)OC)ccc1C(=O)OC,22,-1,2,-0.6,6,-3,i,1,12
Cc1ccc(S(=O)(=O)N2CCN(C(=S)NCc3ccc4c(c3)OCO4)CC2)cc1,29,-2,4,-0.5,17,2,i,6,2

# 3 records picked at random from those above, as already listed:
SMILES,FAS-TE inh,MsrA act,eLon inh,MsrA inhibitor,NRP1-CendR mod,MT1-MMP act inh,Neddyl block,Rin1-Abl PPI inh,SKN-1 block
COc1cc(/C=N/NC(=O)C2CC(=O)N(c3ccc(C)cc3)C2)cc(OC)c1OC (centres undefined),-5,-1,1,0.2,-5,7,i,0,5
CCOC(=O)NCc1ccc(Cl)c(Cl)c1,1,-9,5,-0.5,9,1,i,1,-6
CN(CCc1ccccn1)C(=O)CCC1CCCN(C(=O)c2cscn2)C1 (centres undefined),-1,-3,8,-1.1,3,3,i,4,7

# Going on with the list.
SMILES,FAS-TE inh,MsrA act,eLon inh,MsrA inhibitor,NRP1-CendR mod,MT1-MMP act inh,Neddyl block,Rin1-Abl PPI inh,SKN-1 block
Cn1cccc1/C=N\NC(=O)C1COc2ccccc2O1 (centres undefined),-2,-2,-10,1.1,-1,5,i,4,1
CC(OC(=O)CCN=C1NS(=O)(=O)c2ccccc21)C(=O)Nc1ccccc1F (centres undefined),-2,-1,5,-1.1,2,-3,i,2,13
O=C(CCC1CCCC1)N1CCN(C(=O)C2CC2)CC1,-4,-1,-6,-1.2,-15,1,i,-2,10
CCCNC(=O)C1(C)CCCN(Cc2ccc(Cl)cc2)C1 (centres undefined),-4,-2,-10,-0.4,-12,-1,i,-2,2
COc1c(C)cc(S(=O)(=O)NC2CC(C)(C)NC(C)(C)C2)c(C)c1C,-7,-4,-5,0.8,4,2,i,0,-24
COc1ccc(-c2cc(C(F)(F)F)n3ncc(C(=O)O)c3n2)cc1OC,-6,-1,-3,2.5,1,4,i,0,17
CN(Cc1ccccc1)C(=O)COc1cc(=O)n(C)c2ccccc12,-2,-3,-11,-0.5,1,10,i,1,-8
COCCNC(=O)C(=O)c1cc(C)n(-c2ccc([N+](=O)[O-])cc2)c1C,-6,2,-1,1.2,-13,3,i,-1,38
Cc1ccc(C(C(=O)NC2CCCCC2)N2CCCC2)cc1 (centres undefined),-9,-8,-7,-0.8,-3,-1,i,1,-15
COc1ccc(Cl)cc1C(=O)Nc1ccc(S(=O)(=O)N2CCCC2)cc1,0,-4,6,-1.4,9,4,i,2,3
COCc1cc(C)n(CC(=O)N2CCCC2)c(=O)c1C#N,-8,-4,-1,2.6,6,-1,i,-2,7
CCSc1cc(N2CCCC2)nc(-c2ccc(F)cc2)n1,13,-5,-6,1.4,8,-3,i,-3,4
COC(=O)c1c(-c2ccccc2)c(-c2ccccc2)nn(C)c1=O,-3,-6,5,1.4,3,3,i,-4,-3
COc1cccc(CNc2nc3cc(-c4cccc(C(=O)NCCO)c4)sc3c(=O)n2C)c1,7,-1,-6,0.0,-7,0,i,-5,7
C=CCSc1nnc2nc3[nH]c4c(C)cccc4c3nn12,-10,-1,8,1.1,-116,2,i,-2,43
CCC(C)NC(=O)C(=O)NCC1CCCN1CC (centres undefined),-7,-1,-1,1.1,-1,3,i,4,-1
CC1(C(=O)NS(=O)(=O)C2CC2)CCCN(C(=O)c2ccc(C(F)(F)F)cc2)C1 (centres undefined),-2,0,-21,-0.6,0,3,i,-3,-5
COc1ccc(-n2cnc3cc([N+](=O)[O-])ccc32)cc1,10,-8,1,0.7,5,-3,i,-2,-2
O=C1CC(N2CCN(Cc3ccc4c(c3)OCO4)CC2)C(=O)N1c1cccc2ccccc12 (centres undefined),0,-1,-6,-0.1,-1,2,i,-5,12
O=C(CCNS(=O)(=O)c1ccccc1C(F)(F)F)NNC(=O)C1COc2ccccc2O1 (centres undefined),-5,0,-15,0.4,2,0,i,0,-5
O=C(NCCSc1ccc(Br)cc1)c1ccc2nc[nH]c2c1,-4,-1,-2,0.4,4,1,i,1,-4
O=C1NCCCC1C(=O)N/N=C/c1cc([N+](=O)[O-])ccc1O (centres undefined),20,-5,-3,3.9,-15,1,i,3,-4
COc1cc(OC)cc(C(=O)N/N=C/c2ccc(OC)c(COc3ccc4ccccc4c3)c2)c1,22,6,-7,3.9,-7,7,i,3,8
Cc1ccccc1C(=O)Nc1ccnn1C1CCN(C(=O)C2CCOC2)CC1 (centres undefined),-4,-4,-9,0.0,9,0,i,1,-4
O=S(=O)(Nc1ccc2cn[nH]c2c1)c1ccccc1,-4,-2,-7,-0.9,4,0,i,3,-7

# Next section (three carried over from the part before).
SMILES,FAS-TE inh,MsrA act,eLon inh,MsrA inhibitor,NRP1-CendR mod,MT1-MMP act inh,Neddyl block,Rin1-Abl PPI inh,SKN-1 block
COc1cc(OC)cc(C(=O)N/N=C/c2ccc(OC)c(COc3ccc4ccccc4c3)c2)c1,22,6,-7,3.9,-7,7,i,3,8
Cc1ccccc1C(=O)Nc1ccnn1C1CCN(C(=O)C2CCOC2)CC1 (centres undefined),-4,-4,-9,0.0,9,0,i,1,-4
O=S(=O)(Nc1ccc2cn[nH]c2c1)c1ccccc1,-4,-2,-7,-0.9,4,0,i,3,-7
COc1cccc(CC(=O)OCC(=O)Nc2nnc(-c3ccccc3)o2)c1,-9,-2,-8,0.2,13,5,i,-2,2
Nc1cc(N)nc(SCC(=O)NNC(=O)Cc2ccccc2)n1,-4,-1,-1,0.3,-9,4,i,-2,-14
CNc1c(N)n(Cc2ccccc2)c(=O)[nH]c1=O,-12,-3,33*,-0.1,3,-14,i,1,-8
O=C(O)c1ccc(COc2ccccc2/C=C2/NC(=O)N(c3cccc(Cl)c3)C2=O)cc1,-10,-9,-12,1.3,-42,-2,i,1,-3
OCCC#Cc1ccc(CN2CCN(Cc3ccccc3)C(CCO)C2)cc1 (centres undefined),-2,-2,5,-1.2,7,3,i,-3,3
CN1CCN(C(=O)c2cc3c(c(-c4cccc(-c5cccnc5)c4)n2)[C@H](CCO)N(C(=O)CC2CC2)C3)CC1,-12,-2,-3,-0.9,-3,3,i,nt,3
CCOc1ccc(/C=N/NC(=O)Nc2ccccc2)cc1,13,-2,3,-0.8,-8,1,i,0,6
O=C(NC1CCCc2ccccc21)c1ccc(Cl)nc1 (centres undefined),-2,-5,-6,-1.4,3,1,i,-1,-27
CCOC(=O)N1CCN(C(=O)CN(C)S(=O)(=O)c2ccc(OC)c(OC)c2)CC1,-2,-6,-7,0.6,12,2,i,1,-4
Cc1ccc(C(=O)C(OC(=O)CCC(=O)Nc2cccc(C)c2)c2ccccc2)cc1 (centres undefined),3,-2,2,-0.2,-11,2,i,1,20
CCOC(=O)c1cnc(-c2ccccc2)nc1N,-8,-5,5,-1.1,0,0,i,1,28
COc1ccc(C=CC(O)CCN2CCC3CCC(C3)C2)cc1 (centres undefined),-8,-1,-1,-1.7,24*,-1,i,2,10
C[C@@H]1CN([C@H](C)CO)C(=O)CCCn2cc(nn2)CO[C@H]1CN(C)C(=O)Nc1ccccc1F,-8,-3,3,0.8,2,4,i,2,-4
CCN(CC)C(=O)C1=C(C)N(Cc2ccc(F)cc2)C(=O)C(CC(=O)NC2CCCC2)C1 (centres undefined),-3,-2,0,-1.2,1,-1,i,-2,6
O=S(=O)(c1cccs1)N1CCN(c2ccccn2)CC1,1,0,0,0.9,3,5,i,-6,19
COc1cccc(CC(=O)Nc2nc(-c3cc(OC)ccc3OC)cs2)c1,30,-1,-7,-0.2,-4,-10,i,1,-6
COc1ccc(NC(=O)CN(C)C(=O)c2cc3c(s2)CCC(C)C3)cc1 (centres undefined),2,-2,13,-1.2,0,2,i,-3,9
S=C(Nc1ccccc1Cl)N(CCCN1CCOCC1)Cc1ccccn1,-2,-1,-3,1.4,-6,0,i,2,5
O=S(=O)(NCCc1ccccc1F)c1cccc(S(=O)(=O)N2CCOCC2)c1,4,-1,-3,1.4,13,0,i,2,16
COc1cccc(S(=O)(=O)NCc2ccc(C(=O)N3CCN(c4ccccc4)CC3)cc2)c1,7,-3,-5,1.2,11,3,i,0,6

# Assay outcomes from PubChem BioAssay.
